# Screens: PubChem, The Scripps Research Institute Molecular Screening Center
# PLC-gamma1 inh – PLC-gamma1 (human) inhibition, primary screen; inhibition, % at 12.2 µM; AID 720700; actives 0.84% (n = 370,000); P19174; purified PLC-gamma1, fluorogenic substrate, fluorescence; in the data active = inhibition above about 9.5%
# ADAM17 inh – inhibits human ADAM17 | P78536 | inhibition, % at 6.95 µM | recombinant ADAM17, EDANS/DABCYL FRET peptide cleavage | actives 0.83% (n = 370,000) | AID 720648;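 active = inhibition above the mean of compounds lying between control limits plus 3 SD, set per campaign, cut at about 8.5% in these data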;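 also: 0% = DMSO-only wells as the low control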
# ADAM10 inh – inhibitors of human ADAM10; O14672; recombinant ADAM10, EDANS/DABCYL FRET peptide cleavage, 3 h; inhibition, % at 7 µM; actives 0.62% (n = 370,000); AID 720582;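 active = inhibition above a per-campaign cutoff equal to the mean of compounds falling between control-based bounds plus 3 SD, cut at about 20% in these data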;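 also: 0% = DMSO wells while the 100% control is not disclosed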
# Target sequence (O14672 214-748 limits assumed): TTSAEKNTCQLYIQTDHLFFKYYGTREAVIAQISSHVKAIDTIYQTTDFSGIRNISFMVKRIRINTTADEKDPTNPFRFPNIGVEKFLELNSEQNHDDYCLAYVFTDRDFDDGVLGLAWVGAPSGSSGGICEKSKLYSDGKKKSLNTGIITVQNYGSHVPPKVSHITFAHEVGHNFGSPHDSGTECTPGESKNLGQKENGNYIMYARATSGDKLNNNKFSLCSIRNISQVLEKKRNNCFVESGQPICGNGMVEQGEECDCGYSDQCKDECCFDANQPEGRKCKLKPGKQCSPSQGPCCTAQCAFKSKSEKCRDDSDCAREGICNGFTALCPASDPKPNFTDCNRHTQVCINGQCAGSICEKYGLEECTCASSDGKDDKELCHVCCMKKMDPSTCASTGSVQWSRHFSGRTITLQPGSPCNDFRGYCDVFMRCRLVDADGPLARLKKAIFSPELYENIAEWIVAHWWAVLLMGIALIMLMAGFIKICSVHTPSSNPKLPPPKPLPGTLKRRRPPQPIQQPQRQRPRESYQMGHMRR
# ASAP1 inh – inhibitors of human ASAP1 ArfGAP activity; inhibition, % at 16.5 µM; Q9ULH1; AID 624377; actives 0.19% (n = 360,000); ASAP1-stimulated ARF1 GTP hydrolysis, GDP FP detection; in the data active = inhibition above about 25%;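 also: 0% = vehicle with enzyme and substrate and 100% = no enzyme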
# Tn6 DDE FP – DD(E)-Tn6 binding inhibition, primary FP screen | Fibrin DD(E) TRITC-Tn6 fluorescence polarization displacement | P02675 | actives 0.21% (n = 370,000) | inhibition, % at 8.3 µM;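 active = inhibition above a per-campaign cutoff: mean of compounds within control limits plus 3 SD, cut at about 15% in these data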;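 also: 0% = median of all compound wells on the plate and 100% = blocking peptide control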
# ARFGAP1 inh – rat ARFGAP1 inhibition | AID 651572 | inhibition, % at 16.5 µM | actives 0.26% (n = 360,000) | Arfgap1-stimulated ARF1 GTP hydrolysis, GDP FP detection;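 active = inhibition above a per-plate limit, mean inhibition of low control wells plus 3 SD, cut at about 25% in these data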;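 also: 0% = DMSO wells with enzyme and 100% = wells lacking Arfgap1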
# Target sequence (Q62848 1-136 limits assumed): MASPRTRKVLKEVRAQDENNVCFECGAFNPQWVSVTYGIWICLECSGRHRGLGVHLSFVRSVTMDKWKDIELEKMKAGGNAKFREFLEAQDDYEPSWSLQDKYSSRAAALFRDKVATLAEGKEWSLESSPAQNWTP
#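 Assay system: Rat Arfgap1 GAP domain (His6, aa 1-136), purified enzyme | Buffer or medium: HEPES 25 mM pH 7.5, NaCl 150 mM, MgCl2, DTT | Schedule: GTP hydrolysis reaction 2 h at 25 °C | Signal: FP of antibody-bound GDP Alexa 633 tracer, ex 620/em 688 nm | Measure: Percent inhibition of Arfgap1-stimulated GTP hydrolysis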
# Tn7 DDE FP – inhibitors of Tn7 peptide binding to human fibrin DD(E). P02675. FP displacement of FITC-Tn7 peptide from fibrin DD(E); 0% = median of compound wells per plate. inhibition, % at 8.3 µM. actives 0.13% (n = 370,000). AID 720508;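 active = inhibition above the mean of compounds falling within the control limits plus 3 SD of them, cut at about 14% in these data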;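 also: 0% = plate median of compound wells and 100% = 10 µM Aha-Tn7 peptide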
#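 System: human fibrin DD(E); quantity: Fibrin-DD(E) at 2 µM final; also added: fluorescent Tn7 probe at 0.1 µM; compound dosing: single nominal test concentration of 8.3 µM per compound; schedule: 10 min preincubation, 3 h with tracer, room temperature; detection: fluorescence polarization of the labelled Tn7 tracer; repeats: one replicate per compound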
# PLCb3 inh – inhibitors of human phospholipase C beta3; AID 720704; actives 0.18% (n = 370,000); Q01970; Purified PLC-beta3, fluorogenic substrate, fluorescence; inhibition, % at 12.2 µM; in the data active = inhibition above about 11%;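 also: 0% = median of compound wells on plate and 100% = full blocker control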
# TDP2 absorb – TDP2 (human) inhibition, absorbance primary screen | O95551 | recombinant TDP2, T5PNP hydrolysis, p-nitrophenol absorbance 415 nm | inhibition, % at 12.8 µM | actives 0.34% (n = 370,000) | AID 720702;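 active = inhibition above the mean of all tested compounds plus 3 SD, set per campaign, cut at about 25% in these data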;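 also: 0% = DMSO with enzyme and 100% = buffer with substrate but no TDP2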
# Target sequence (O95551 whole entry, looked up): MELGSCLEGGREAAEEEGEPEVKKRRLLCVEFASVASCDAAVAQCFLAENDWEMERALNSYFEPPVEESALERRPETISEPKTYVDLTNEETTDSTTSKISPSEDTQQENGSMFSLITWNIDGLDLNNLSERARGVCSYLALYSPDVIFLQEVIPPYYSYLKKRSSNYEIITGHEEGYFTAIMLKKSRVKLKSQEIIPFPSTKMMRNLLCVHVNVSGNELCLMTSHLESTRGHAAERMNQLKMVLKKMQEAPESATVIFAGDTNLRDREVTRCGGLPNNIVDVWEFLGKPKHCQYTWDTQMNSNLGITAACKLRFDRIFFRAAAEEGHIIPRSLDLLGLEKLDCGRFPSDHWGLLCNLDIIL
#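 Material: recombinant human TDP2; quantity: TDP2 enzyme at 120 nM final; medium: Tris-HCl pH 7.5 with MgCl2; compound: single concentration, 12.8 µM nominal, with 1% DMSO; incubation: 2 h enzyme incubation at 37 °C; signal: epi absorbance; measure: percent inhibition; benchmarks: high control without enzyme, low control DMSO plus TDP2; repeats: singlicate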
# SIAE inh – blocks human sialic acid acetylesterase; inhibition, % at 9.66 µM; Q9HAT2; actives 0.69% (n = 370,000); SIAE FP-Rh probe binding, fluorescence polarization;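 active = inhibition above a cutoff: mean of compounds within the control limits plus 3 SD of those, cut at about 17% in these data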;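 also: 0% = plate median of compound wells and 100% = probe without SIAE protein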
# * hit, by the source's call; i = inactive; · = not tested or not shown.
# Under each structure – PLC-gamma1 inh, ADAM17 inh, ADAM10 inh, ASAP1 inh, Tn6 DDE FP, ARFGAP1 inh, Tn7 DDE FP, PLCb3 inh, TDP2 absorb, SIAE inh
> COC(=O)c1cnc2c(c(C)nn2C)c1OC
→ 0, -3, 0, -4, -5, -9, 6, -3, -3, -4
> CCOC(=O)C1=C(Nc2ccccc2)CSC1
→ 1, -2, -8, -12, 8, -2, 0, 3, 4, 7
> COc1ccc(CCNC(=O)C(C)OC(=O)c2cccs2)cc1OC (configuration not stated)
→ -2, -2, -15, -11, -2, -1, 4, -7, 0, 5
> O=C(NCC(c1ccco1)N1CCN(c2ccccc2F)CC1)C(=O)NC1CCCC1 (configuration not stated)
→ 1, 1, 4, 5, 2, -22, 12, -2, 2, 3
> O=C(CN1C(=O)C2CCCCC2C1=O)OCC(=O)c1ccc(Cl)s1 (configuration not stated)
→ 0, -5, 2, -8, -4, 11, 3, -5, 3, 1
> COc1cc2c(cc1OC)-c1cc(NC3CCCCCCC3)nc(=O)n1CC2
→ -57, -39, -104, -19, -7, 3, 2, -86, 4, -5
> COc1ccc(C(C(=O)NCc2ccccc2)N(C(=O)c2snc(C(N)=O)c2N)C2CCCC2)cc1 (configuration not stated)
→ -5, -6, -14, 3, 1, -5, 1, -13, 11, -1
> COc1cc(NC(=O)CSc2nc3ncnc(N)c3[nH]2)c(C(=O)O)cc1OC
→ -2, -5, -12, 7, 7, -21, 2, -6, 15, 18*
> COc1ccc(CCn2c(C)cc3c(c2=O)C(c2ccc4c(c2)OCO4)C(C#N)=C(N)O3)cc1OC (configuration not stated)
→ 2, 1, -2, -15, 6, 2, -4, 1, 4, -7
> COc1ccccc1N1CCN(C(=O)C2CCC(Cn3c(=S)[nH]c4ccccc4c3=O)CC2)CC1 (configuration not stated)
→ 5, -4, 5, 6, -1, 7, 6, -1, 5, 3
> Cc1nc(Nc2ccccc2)sc1C(=O)Nc1ccccc1
→ -5, -2, 1, 8, 0, 0, 1, -16, -14, 6
> O=C(COCC(=O)Nc1cccc(C(F)(F)F)c1)Nc1cccc(C(F)(F)F)c1
→ 0, 15*, 35*, -1, -1, 10, -2, 4, -16, -12
> Cc1ccc(SCC(=O)Nc2cccc(NC(=O)c3ccco3)c2)cc1
→ -3, -2, 7, -3, 0, 11, 10, 0, -1, -6
> CCOC(=O)c1c(C)n(C)c2ccc(OCC(N)=O)cc12
→ 4, 1, -3, -3, -2, 0, -3, 3, -1, 0
> COC(=O)[C@]12C[C@H](CC(=O)N3CCSCC3)C(=O)N(CCc3ccc(OC)c(OC)c3)C1=C[C@H](C1CCCC1)O[C@@H]2C
→ 0, -2, -6, ·, 10, ·, -2, 1, -3, 1
> C=CCN1CCN(c2ccncc2S(=O)(=O)N2CCN(C)CC2)CC1
→ 0, -4, -10, -3, 7, -12, 7, -3, -3, -3
> Cc1sc2ncnc(Sc3nnnn3-c3ccccc3)c2c1C
→ -2, -16, -43, 3, -6, 5, 1, -7, -3, 4
> CC(O)CSc1nc2c(c(=O)n(C)c(=O)n2C)n1CCCc1ccccc1 (configuration not stated)
→ 5, -2, -3, 5, -3, 8, 3, -2, 3, -2
> COC1=CC(=O)OC(c2ccccc2)C1 (configuration not stated)
→ 3, -1, -4, -8, 2, -2, 6, 3, 3, 6
> CCOC(=O)CSc1nc2ccccc2c(=O)n1C1CCCC1
→ 1, 0, -5, -5, -1, 8, -2, 3, -15, -3
> O=C(Nc1nnc(-c2ccc3c(c2)CCCC3)o1)c1ccccc1
→ -8, 3, -3, -1, 4, -14, 6, -12, 0, -3
> COc1cccc2c(O)c(-c3ccccc3)c(=O)[nH]c12
→ 2, 0, -4, 3, 4, -6, -1, -5, -4, 7
> Cc1ccc(CN2CCN(c3ncccn3)CC2)o1
→ -1, -3, -7, 6, -1, 2, -6, 0, 0, 0
> O=P(O)(CCCP(=O)(O)CCc1ccccc1)CCc1ccccc1
→ 2, 0, 0, 2, -3, 5, -2, -1, 5, 1
> Cc1ccc2nc(C)cc(Nc3ccc4c(c3)OCCO4)c2c1
→ 1, 5, 3, -2, 7, -8, 9, 2, -13, 3
> COc1cc(/C=N/NC(=O)Nc2ccccc2)ccc1OCCOc1ccccc1C
→ 1, -5, 0, 8, -9, 7, -3, 0, 11, -6
> Cc1ccc(-c2nc(N)sc2-c2ccccc2)cc1C
→ -23, 6, 7, 11, 2, -6, 0, -21, 5, 13
> Cc1nc2sc(C(N)=O)c(N)c2c2c1CCCC2
→ -358, -40, -156, 11, 11, 5, -1, i, -4, 5
> Cc1ccc2c(c1)-n1c(nc3cc(F)ccc3c1=O)C(Cc1ccccc1)NC2=O (configuration not stated)
→ -1, -3, -2, 0, -1, -6, 2, 1, -2, -2
> CCCn1c(SCC(=O)c2ccc3c(c2)OCCO3)nc2c1c(=O)n(C)c(=O)n2C
→ 4, -2, 8, -5, -2, 4, -4, 4, -7, 4
> CCOc1ccc(NC(=S)NCc2nc3ccccc3[nH]2)cc1
→ -8, -6, -1, -4, 0, 3, 4, -8, 11, 7
> CCOc1ccc(C(=O)Cn2cnnc2C#N)cc1
→ -3, 2, -1, 3, -1, -12, -2, -8, -2, -1
> O=C(O)c1ccccc1-c1csc(-c2ccccc2)n1
→ -1, -2, -7, -5, -1, 3, 3, -2, 1, -5
> COCCN(C(=S)Nc1ccc(C)cc1C)C(C)c1cccs1 (configuration not stated)
→ 0, -8, -7, 5, 7, -1, -1, -5, -3, 12
> CN(C)/C=N/c1nccc(-c2cccs2)n1
→ -2, -62, -148, 2, -8, 8, 0, -40, -13, -10
> COc1ccc(CN(CC(=O)NC2CCCC2)C(=O)c2csnn2)cc1
→ 1, -3, -139, -9, -5, -3, -1, -4, 6, -5
> N=c1n(CCN2CCCC2)c2ccccc2n1CC(O)c1ccc(Cl)c(Cl)c1 (configuration not stated)
→ 9, -2, 11, -9, 10, 2, -5, 7, -3, -1
> CC(=O)OCc1c(C)cc(C)c(/C=C(/C#N)C(N)=O)c1C
→ 3, 2, 0, 2, 8, -6, -5, 1, -15, -3
> COc1ccc(OC)c(S(=O)(=O)NCc2cn3c(C)csc3n2)c1
→ -2, -3, -5, -8, 4, 10, 4, -2, -1, -4
> CCN(CC)CCN(Cc1cc2cc(C)ccc2[nH]c1=O)C(=S)Nc1ccccc1
→ -3, -7, -16, 6, 8, 4, 4, 0, 8, -11

# Structures from the list above that have fluorine (3):
# Under each structure – PLC-gamma1 inh, ADAM17 inh, ADAM10 inh, ASAP1 inh, Tn6 DDE FP, ARFGAP1 inh, Tn7 DDE FP, PLCb3 inh, TDP2 absorb, SIAE inh
> O=C(NCC(c1ccco1)N1CCN(c2ccccc2F)CC1)C(=O)NC1CCCC1 (configuration not stated)
→ 1, 1, 4, 5, 2, -22, 12, -2, 2, 3
> O=C(COCC(=O)Nc1cccc(C(F)(F)F)c1)Nc1cccc(C(F)(F)F)c1
→ 0, 15*, 35*, -1, -1, 10, -2, 4, -16, -12
> Cc1ccc2c(c1)-n1c(nc3cc(F)ccc3c1=O)C(Cc1ccccc1)NC2=O (configuration not stated)
→ -1, -3, -2, 0, -1, -6, 2, 1, -2, -2

# No new results follow: 2 of the compounds above.
# Under each structure – PLC-gamma1 inh, ADAM17 inh, ADAM10 inh, ASAP1 inh, Tn6 DDE FP, ARFGAP1 inh, Tn7 DDE FP, PLCb3 inh, TDP2 absorb, SIAE inh
> O=C(Nc1nnc(-c2ccc3c(c2)CCCC3)o1)c1ccccc1
→ -8, 3, -3, -1, 4, -14, 6, -12, 0, -3
> COc1cccc2c(O)c(-c3ccccc3)c(=O)[nH]c12
→ 2, 0, -4, 3, 4, -6, -1, -5, -4, 7

# Additional results:
# Field names – A = PLC-gamma1 inh; B = ADAM17 inh; C = ADAM10 inh; D = ASAP1 inh; E = Tn6 DDE FP; F = ARFGAP1 inh; G = Tn7 DDE FP; H = PLCb3 inh; I = TDP2 absorb; J = SIAE inh
CC(C)c1ccc(CN2CCC(n3nccc3NC(=O)C3CCCC3)CC2)cc1
  A = 1	B = -2	C = -19	D = -7	E = -3	F = -1	G = 1	H = 0	I = -5	J = 3
COc1ccc(Cl)cc1-c1cc(C(=O)Nc2ccccc2)[nH]n1
  A = -1	B = 3	C = 9	D = -9	E = -4	F = 16	G = 0	H = -2	I = 8	J = -27
CCOC(=O)C1=C(N)n2c(s/c(=C\c3cccs3)c2=O)=C(C(=O)OCC)C1c1cccs1 (configuration not stated)
  A = -28	B = -1	C = -2	D = -11	E = 4	F = -7	G = 0	H = -29	I = -2	J = -1
COc1ccc(C(CNC(=O)C(C)Sc2ccccc2)N2CCOCC2)cc1 (configuration not stated)
  A = 3	B = -5	C = -13	D = -10	E = 4	F = 5	G = 0	H = -10	I = 0	J = -5
O=C(O)CSc1ncnc2scc(-c3ccccc3)c12
  A = -1	B = -7	C = -5	D = -5	E = 1	F = 1	G = 0	H = -5	I = 15	J = 3
Cc1ccc(F)cc1NC(=O)CSCc1c(C)noc1C
  A = 0	B = 0	C = -4	D = -8	E = 0	F = 4	G = -4	H = -7	I = -3	J = 2
Cc1cc2c(cc1C)NC(c1ccccn1)C1=C(CC(C)(C)CC1=O)N2 (configuration not stated)
  A = -8	B = 3	C = -7	D = -1	E = -3	F = -4	G = -6	H = -15	I = -3	J = 2
Cc1cc(N2CCN(Cc3nc(-c4ccc(F)cc4)oc3C)CC2)cc(C)n1
  A = 2	B = 2	C = 10	D = 0	E = -2	F = -10	G = -3	H = 0	I = -8	J = 0
CNC(=O)CC1C(=O)N(C)C(=S)N1NC(=O)c1ccc(Cl)cc1 (configuration not stated)
  A = -4	B = -4	C = 4	D = 3	E = 6	F = 8	G = 5	H = 4	I = 1	J = -5
